# BAP1 block: human BAP1 deubiquitinase inhibition. Q92560. recombinant BAP1, Ub-AMC hydrolysis fluorescence kinetic; hits give low values. activity remaining (% of control), % at 20 µM. hit rate 0.48% among 72,000. AID 436;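 active = activity remaining at or below 50% of control, provided the compound also passes the data quality filters; inactive = the rest, including low values that fail the filters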;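 note: 100% = DMSO wells rate and 0% = substrate alone blank rate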
# Target sequence (Q92560 whole entry, looked up): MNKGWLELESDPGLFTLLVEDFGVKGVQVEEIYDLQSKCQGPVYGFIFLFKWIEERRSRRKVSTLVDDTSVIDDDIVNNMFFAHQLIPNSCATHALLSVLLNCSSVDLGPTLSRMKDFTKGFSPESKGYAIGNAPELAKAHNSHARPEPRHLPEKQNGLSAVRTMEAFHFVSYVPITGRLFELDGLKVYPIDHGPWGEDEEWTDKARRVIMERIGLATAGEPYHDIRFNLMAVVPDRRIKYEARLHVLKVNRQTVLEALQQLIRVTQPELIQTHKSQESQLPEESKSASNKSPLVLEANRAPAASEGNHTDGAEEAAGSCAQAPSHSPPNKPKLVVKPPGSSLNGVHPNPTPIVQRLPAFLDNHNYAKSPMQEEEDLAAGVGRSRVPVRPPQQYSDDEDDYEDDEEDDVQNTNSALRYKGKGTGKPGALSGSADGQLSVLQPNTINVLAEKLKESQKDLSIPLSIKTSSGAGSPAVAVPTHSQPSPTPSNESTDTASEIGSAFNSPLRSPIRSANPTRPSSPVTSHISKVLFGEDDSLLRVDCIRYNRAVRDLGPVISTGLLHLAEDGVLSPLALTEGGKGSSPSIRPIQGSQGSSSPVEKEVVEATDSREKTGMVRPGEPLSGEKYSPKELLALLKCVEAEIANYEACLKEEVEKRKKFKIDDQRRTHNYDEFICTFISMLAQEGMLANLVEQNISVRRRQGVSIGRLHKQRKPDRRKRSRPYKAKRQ
# HePTP inh: blocks human HePTP tyrosine phosphatase. AID 521. P35236. inhibition, % at 20 µM. recombinant HePTP phosphatase activity, OD absorbance. hit rate 0.64% among 110,000; in the data active = inhibition above about 50%;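 note: plate controls were vehicle for no effect and reference inhibitor for full effect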
# Target sequence (P35236 whole entry, looked up): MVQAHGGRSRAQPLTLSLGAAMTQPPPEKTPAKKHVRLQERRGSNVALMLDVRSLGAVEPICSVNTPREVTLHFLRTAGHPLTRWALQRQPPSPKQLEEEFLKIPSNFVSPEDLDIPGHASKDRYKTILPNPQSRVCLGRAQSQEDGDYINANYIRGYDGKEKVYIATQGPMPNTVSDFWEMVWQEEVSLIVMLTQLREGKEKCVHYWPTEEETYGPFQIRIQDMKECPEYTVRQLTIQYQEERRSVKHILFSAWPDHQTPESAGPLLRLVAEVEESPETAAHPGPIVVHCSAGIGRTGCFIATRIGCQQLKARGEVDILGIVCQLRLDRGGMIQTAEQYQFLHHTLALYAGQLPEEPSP
# * = called active by the depositor; / = no result given; & = joins results of further samples.
nr	Molecule	BAP1 block	HePTP inh
1	O=C(NCc1ccccc1)c1c(O)c2cccc3c2n(c1=O)CCC3	117	2
2	NC(=O)c1ccc(NC(=O)c2cccc(I)c2)cc1	/	-1
3	CCC1(C(O)(C#CCN2CCCCC2)c2ccccc2)CCCC1 (configuration not stated)	/	10
4	Cn1c(CCN2CCCCC2)nc2cc(NC(=O)Nc3ccccc3)ccc21	99	9
5	COC(=O)C1=C(C)NC(=O)NC1c1ccc(OC)c(OC)c1OC (configuration not stated)	/	8
6	COCCNC(=O)c1cc2n(n1)C(C(F)(F)F)CC(c1ccc(Br)cc1)N2 (configuration not stated)	/	-4
7	COc1ccc(NC(=O)CC(C)=O)cc1Cl	/	8
8	C=CCNC(=O)c1cnn(-c2ccccc2)c1NC(=O)c1ccccc1Cl	/	4
9	Nn1c(SCc2cccc3ccccc23)nnc1-c1ccco1	123	8
10	COc1cc(Cl)ccc1S(=O)(=O)n1nc(C)cc1C	105	4
11	O=S(=O)(Nc1nc2ccccc2s1)c1cccs1	/	-8
12	Cc1cccc(-c2nnc3n2N=C(c2ccc(Br)cc2)CS3)c1	61	22
13	COc1ccccc1CC(=O)n1nnc2ccccc21	/	4
14	CCCCCOC(=O)C1=C(C)NC2=C(C(=O)CCC2)C1c1cccc(Cl)c1 (configuration not stated)	/	-1
15	Cc1cc(C)nc(/N=C(/N)Nc2cccc(C(F)(F)F)c2)n1	/	-6
16	CCOc1nc(C)ccc1-c1noc(-c2ccccc2OC)n1	90	-1
17	O=C(c1ccco1)N(Cc1ccco1)c1ccc(O)cc1	92	7
18	CCOC(=O)CSc1nc2c(c(=O)n1-c1ccc(OCC)cc1)SCC2	70	/
19	O=C(CN1CCC(n2nnc3ccccc32)CC1)Nc1ccc2c(c1)CCC2	92	7
20	COC(=O)c1c(NC(=O)c2cccc(F)c2)sc2c1CCC(C(C)(C)C)C2 (configuration not stated)	56	/
21	COc1ccc(CCNC(=O)c2ccccc2NC(=O)c2ccco2)cc1OC	93	4
22	O=C(CN1C(=O)/C(=C/c2cccc(Br)c2)SC1=S)NC1=NCCS1	/	2
23	COC(=O)c1ccccc1Sc1c(-c2ccccc2)nc2ccccn12	/	4
24	COc1ccc(OC)c(S(=O)(=O)n2cccn2)c1	95	9
25	Cc1ccc2nc(-c3ccc(NC(=O)C4CCC(C)(C(=O)O)C4(C)C)cc3)sc2c1 (configuration not stated)	/	8
26	NC(=O)c1cc(NC(=O)c2cccc(F)c2)c(Cl)cc1Cl	/	-1
27	Cc1cccc(NC(=O)c2cnc3scc(C)n3c2=O)c1	51	-13
28	O=C(Nc1ccccc1C(=O)NC1CCCCC1)c1ccccc1	/	1
29	O=C(COc1ccc(C=C2C(=O)NC(=O)NC2=O)cc1)NCCc1ccccc1	/	4
30	Cc1ccc2[nH]c3c(=O)n(CCCN4CCOCC4)cnc3c2c1	/	11
31	O=C1OC(Nc2ccc3c(c2)OCO3)c2ccccc21 (configuration not stated)	/	0
32	O=C(O)CN1C(=O)/C(=C/c2ccc(OC(=O)c3ccccc3I)cc2)SC1=S	/	14
33	Cc1ccc(S(=O)(=O)N2CCN(S(=O)(=O)N3CCCCC3)CC2)c(C)c1	90	4
34	O=C(NCc1ccc2c(c1)OCO2)c1ccc2c(c1)C(=O)N(Cc1cccnc1)C2=O	109	-8
35	COc1ccc(/C=C2\C(=O)NC(=O)N(c3cc(C)cc(C)c3)C2=O)cc1I	/	-4
36	CCCc1noc(-c2ccccc2Cl)n1	/	10
37	Cc1cc(C(=O)NC2CCSC2=O)ccc1[N+](=O)[O-] (configuration not stated)	/	14
38	CC(=O)c1ccc(NC(=S)NC(=O)c2cccnc2)cc1	/	9
39	CCCC(=O)Nc1cccc(NC(=O)c2ccc(-c3cccc(Cl)c3C)o2)c1	/	9
40	O=C(/C=C/c1cc(Br)cs1)Nc1cccc([N+](=O)[O-])c1	/	2
41	c1ccc(CNc2ncnc3nc[nH]c23)nc1	83	6
42	CS(=O)(=O)N1CCN(C(=O)c2cccnc2)CC1	98	0
43	CCN(CC)C1=NS(=O)(=O)c2ccccc21	/	-5
44	CCN(CC)c1ccc(NC(=O)c2cccs2)cc1	/	-22
45	COc1ccc(CCNC(=O)CN(c2ccc(OC)c(OC)c2)S(C)(=O)=O)cc1	/	8
46	O=C(COc1ccc2ccccc2c1Br)N1CCN(c2ccccn2)CC1	107	-4
47	CCOc1ccccc1N1COc2ccc3ccccc3c2C1	/	2
48	COc1cc(/C=C2/NC(=S)NC2=O)cc(Cl)c1OC(C)C	/	1
49	O=C(NC(=S)Nc1ccc2oc(-c3ccccc3Br)nc2c1)c1ccccc1Cl	/	3
50	C=C(C)CSc1nc(N)cc(=O)[nH]1	123	5
51	COC(=O)Cn1c(CN2CCN(c3ccc(F)cc3)CC2)nc2c1c(=O)n(C)c(=O)n2C	99	-1
52	COCCNc1oc(-c2ccc(F)cc2)nc1C#N	57	1
53	CCOC(=O)c1c(NC(=O)c2cc([N+](=O)[O-])ccc2N2CCCCCC2)sc2c1CCCC2	63	/
54	O=C(Nc1ccccc1)C1CCN(c2nccs2)CC1	99	6
55	CCOC(=O)CSc1nc2sc3c(c2c(=O)n1-c1ccccc1)CCCCC3	/	5
56	CC1=C(C(=O)N2CCOCC2)C(c2ccccc2F)C2=C(CC(C)(C)CC2=O)N1 (configuration not stated)	/	7
57	COc1ccc(CC(=O)N2CCN(c3ccccn3)CC2)cc1OC	95	-2&4
58	O=c1oc2ccc(Br)cc2cc1-c1nc(-c2ccc(Br)cc2)cs1	55	/
59	Cc1nc2c(C(=O)NCc3ccc4c(c3)OCO4)c[nH]n2c(=O)c1Cc1ccccc1F	/	5
60	C/C(O)=c1/ccc2cccc3ncnc1c23	57	/

# New compounds follow.
nr	Molecule	BAP1 block	HePTP inh
61	COc1ccc2oc(=O)c(C(=O)N3CCN(c4ccc(F)cc4)CC3)cc2c1	108	-2
62	CC(=O)C1=C(O)CC(C)(C)CC1=NCc1ccccc1	/	6
63	CCOC(=O)c1nn(-c2ccccc2)cc1O	/	-7
64	O=C(CSc1nnc(-c2ccc(F)cc2)o1)Nc1ccc(S(=O)(=O)N2CCCCCC2)cc1	49*	5
65	COc1ccc(-c2csc(NC(=O)c3ccc(Br)s3)n2)cc1OC	52	/
66	COc1ccc(C(=O)Nc2cc(C)cc(C)n2)cc1OC	/	1
67	COc1ccc(CN2CCC(C(=O)N(C)CCc3ccc(OC)c(OC)c3)CC2)c(OC)c1	95	7
68	CCN(CC)CCOC(=O)c1cc(Cl)c(N)cc1OC	88	/
69	COc1ccc(NC(=O)CCCN2C(=O)CCC2=O)cc1Cl	92	-3
70	Cc1sc(NC(=O)COc2cccc(-n3cnnn3)c2)c(C#N)c1C	102	-11
71	COc1ccc(OC)c(N2C(=O)C3C4C=CC(C4)C3C2=O)c1 (configuration not stated)	/	-9
72	CCN(CC)c1cccc(OC2=NS(=O)(=O)c3ccccc32)c1	93	-1
73	Cc1cccc(-c2nc(CS(=O)CC(=O)N3CCCCC3)c(C)o2)c1 (configuration not stated)	87	-1
74	CC(=O)C1=C(Nc2ccccc2)CC(C)(O)C(C(C)=O)C1c1ccc(F)cc1 (configuration not stated)	/	-4
75	CCOc1ccc2nc(NC(=O)c3cnccn3)sc2c1	87	3
76	COc1ccc2c(c1)OCCC2=O	105	/
77	COc1ccc(OC)c(C2C(C(C)=O)=C(O)C(=O)N2c2nc3ccccc3s2)c1 (configuration not stated)	/	-6
78	CCCCCn1c(N)nc2c1c(=O)[nH]c(=O)n2C	109	/
79	O/N=C1/CCc2cccc3cccc1c23	81	-1
80	Cc1ccc(C(=O)Nc2ccc(C(=O)/C=C/c3cccnc3)cc2)cc1	/	12
81	Cc1ccc(-c2oc3ccccc3c(=O)c2O)cc1	63	10&4
82	COc1cc(/C=C(\C#N)c2nc(-c3ccc(-c4ccccc4)cc3)cs2)ccc1O	/	-9
83	CCOC(=O)c1c(NC(=O)CSc2ncn[nH]2)sc(C)c1C	/	2
84	N#Cc1nc(-c2ccc(OCc3ccc(Cl)cc3)cc2)oc1NCCCn1ccnc1	117	7
85	O=C(Nc1ccc(F)cc1)c1ccccc1[N+](=O)[O-]	82	/
86	C=CCOc1ccc(/C=C/C(=O)c2ccc(C)cc2)cc1OC	/	-7
87	COc1c(Cl)cc(C(=O)N2CCN(c3ccc(-n4c(C)ccc4C)cc3[N+](=O)[O-])CC2)cc1Cl	/	5
88	CCc1ccc(S(=O)(=O)NCc2cn3cccc(C)c3n2)s1	90	4
89	CCOC(=O)CC1(C)NC(=O)c2c(C)sc(C(=O)OCC)c2N1 (configuration not stated)	/	2
90	O=C(CSc1nnc(-c2ccco2)o1)NCC(=O)c1ccccc1	85	8
91	COc1cc(/C=C2\C(=O)NC(=O)N(c3ccc(Br)cc3)C2=O)cc([N+](=O)[O-])c1O	/	17
92	Cc1cc(N2CCOCC2)c2c(N)c(Br)cc(C)c2n1	88	4&-1
93	O=C(NN1C(=O)/C(=C/c2ccc(F)cc2)SC1=S)c1ccncc1	/	10
94	COc1ccc(CCNC(=O)CN(c2ccc(Oc3ccccc3)cc2)S(C)(=O)=O)cc1OC	/	1
95	O=C(COC(=O)c1cccc(S(=O)(=O)N2CCOCC2)c1)Nc1ccc2c(c1)OCO2	92	3
96	O=C(c1cc2n(n1)C(C(F)(F)F)CC(c1ccco1)N2)N1CCCc2ccccc21 (configuration not stated)	/	2

# Some of the entries so far, field by field:
[90] O=C(CSc1nnc(-c2ccco2)o1)NCC(=O)c1ccccc1
  BAP1 block: 85 | HePTP inh: 8
[91] COc1cc(/C=C2\C(=O)NC(=O)N(c3ccc(Br)cc3)C2=O)cc([N+](=O)[O-])c1O
  BAP1 block: / | HePTP inh: 17
[92] Cc1cc(N2CCOCC2)c2c(N)c(Br)cc(C)c2n1
  BAP1 block: 88 | HePTP inh: 4&-1

# Next part
nr	Molecule	BAP1 block	HePTP inh
97	COc1cc(NC(=O)c2ccccc2F)cc(OC)c1	/	-4
98	O=C(CN(C(=O)C1COc2ccccc2O1)c1ccccc1)NCC1CCCO1 (configuration not stated)	96	5
99	O=C(Nc1cccc(O)c1)c1ccccc1	99	7
100	COc1ccc(N2C(=O)CC(Sc3nnc(-c4ccccc4)n3-c3ccccc3)C2=O)cc1 (configuration not stated)	/	6
101	COc1cc(C)c(C)cc1S(=O)(=O)N1CCCCC1c1cccnc1 (configuration not stated)	67	2
102	Cc1ccc(N2C(=O)CC(N(O)C3CC(=O)N(c4ccc(C)cc4)C3=O)C2=O)cc1 (configuration not stated)	54	10
103	CCc1ccccc1NC(=O)C1CC2CCC1C2 (configuration not stated)	/	-6
104	COC(=O)CSC1=C(C#N)C(c2ccc(C)cc2)C2=C(CCCC2=O)N1 (configuration not stated)	/	4
105	O=S(=O)(Nc1ccc(Oc2ccccc2)cc1)c1ccc2ccccc2c1	/	2
106	O=C(CC1C(=O)NCCN1C(=O)Nc1ccccc1)Nc1cccc(C(F)(F)F)c1 (configuration not stated)	179	7
107	O=C(NCCO)c1cccc([N+](=O)[O-])c1	/	9
108	Cc1ccc(NC(=O)CC(O)(C(F)(F)F)C(F)(F)F)c(Br)c1	68	2
109	Nc1sc2c(c1C(=O)NC1CCS(=O)(=O)C1)CCC2 (configuration not stated)	102	-5
110	CCOC(=O)CSc1nc2ccc(N3C(=O)c4ccccc4C3=O)cc2s1	/	6
111	c1ccc2sc(SCCOCCSc3nc4ccccc4s3)nc2c1	/	-5
112	COc1cccc(-c2nnc(NC(=O)c3ccc(S(=O)(=O)N(CC(C)C)CC(C)C)cc3)o2)c1	/	6
113	COc1cccc(N(C(=O)c2ccco2)C(C(=O)NC2CCCC2)c2ccc(N(C)C)cc2)c1 (configuration not stated)	90	2
114	COc1cccc(NC(=O)CSc2ccc3nnc(-c4ccncc4)n3n2)c1	93	4
115	CC(CC(=O)NC1CCSC1=O)c1ccccc1 (configuration not stated)	98	16
116	Cc1cc(OCc2ccc(F)cc2)nc(-c2ccccc2O)n1	37*	4
117	CCOc1ccc(NC(=O)C(=O)NC(C)c2ccc(OC)cc2)cc1 (configuration not stated)	/	-9
118	COc1ccccc1C(=O)N1CCCC1(C#N)c1ccccc1 (configuration not stated)	73	-1
119	CCOP(C)(=O)C(CC(=O)OC)C(=O)OC (configuration not stated)	/	5
120	Cc1cc(C)nc(SCC(=O)Nc2ccc(S(=O)(=O)Nc3nccs3)cc2)n1	93	15

# A second format for four compounds above.
no.	BAP1 block	HePTP inh	Compound
114	93	4	COc1cccc(NC(=O)CSc2ccc3nnc(-c4ccncc4)n3n2)c1
115	98	16	CC(CC(=O)NC1CCSC1=O)c1ccccc1 (configuration not stated)
116	37*	4	Cc1cc(OCc2ccc(F)cc2)nc(-c2ccccc2O)n1
117	/	-9	CCOc1ccc(NC(=O)C(=O)NC(C)c2ccc(OC)cc2)cc1 (configuration not stated)

# (cont.)
nr	Molecule	BAP1 block	HePTP inh
121	COc1ccc(O)c(C2=Nc3ccccc3N=C(C(F)(F)F)C2)c1	/	-2
122	O=c1c2c3n(c(=O)nc2[nH]n1-c1ccccc1)CCCCC3	89	1
123	COc1ccc(/C=C/C(=O)NCCc2nc3ccccc3[nH]2)cc1Br	/	9
124	COc1ccccc1-n1c(SCC(=O)c2ccc(Cl)cc2)nc2ccccc2c1=O	/	2
125	COc1ccc(N(CC(=O)Nc2ccc(S(=O)(=O)N3CCCC3)cc2)S(C)(=O)=O)cc1OC	127	8
126	CCCCCCn1c(SCCOC)nc2c1c(=O)[nH]c(=O)n2C	99	-4
127	CCOc1ccc(NC(=O)C(C)Oc2ccc(OC)cc2)cc1 (configuration not stated)	/	-10
128	CCOc1ccc(N(CC(=O)Nc2ccc(F)cc2)S(=O)(=O)c2ccc(SC)cc2)cc1	/	6
129	COc1cc(/C=C/c2cc(C(F)(F)F)[nH]c(=O)n2)ccc1OCc1ccc(Cl)cc1Cl	/	-1
130	CCc1ccc(-c2cc(C(=O)NC3CC3)c3ccccc3n2)cc1	/	-6
131	CCn1c2ccccc2c2cc(NC(=O)CC(C)=O)ccc21	/	5

# Source: PubChem (several laboratories)
